Neddyl block: blocks human cullin neddylation; calls only at 25 µM; actives 0.58% (n = 360,000); P61081+Q13564; TR-FRET cullin neddylation, biochemical; in the data active means inhibition above about 36%
SKN-1 inh: inhibitors of C. elegans SKN-1; actives 0.49% (n = 360,000); C. elegans VP596 Pgst-4::GFP/RFP ratio, acrylamide-induced, 24 h; AID 624304; inhibition, % at 21.8 µM;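 active means interference check ratio from 0.5 to 1.5 plus GFP to RFP signal ratio inhibition reaching or exceeding a fixed threshold, cut at about 30% in these data, passing the limit was not always enough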; further: some compounds called inactive have numbers as strong as hits
MLLE-PAM2 inh: blocks PAM2 peptide binding to the PABP1 MLLE domain; P11940; GST-MLLE / FITC-PAM2 fluorescence polarization; inhibition, % at 20 µM; actives 0.36% (n = 360,000); AID 588489; in the data active means inhibition above about 35%, passing the limit was not always enough;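 further: plate controls were DMSO wells with GST-MLLE for no effect and wells lacking GST-MLLE protein for full effect; some results filed as inactive read as strong as hits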
CSN deneddyl inh: CSN deneddylation inhibition. Purified CSN, SCF-Nedd8-OG deneddylation, fluorescence polarization. inhibition, % at 12.5 µM. actives 0.38% (n = 360,000);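 active means pattern-corrected inhibition above about 35%, with an unprinted fluorescence ratio check between 0.5 and 1.5, limit read from the data, passing the limit was not always enough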;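 further: 0% = enzyme with substrate and 100% = substrate without enzyme; some results filed as inactive read as strong as hits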
Target sequence (Q92905 whole entry, looked up, one chain of several): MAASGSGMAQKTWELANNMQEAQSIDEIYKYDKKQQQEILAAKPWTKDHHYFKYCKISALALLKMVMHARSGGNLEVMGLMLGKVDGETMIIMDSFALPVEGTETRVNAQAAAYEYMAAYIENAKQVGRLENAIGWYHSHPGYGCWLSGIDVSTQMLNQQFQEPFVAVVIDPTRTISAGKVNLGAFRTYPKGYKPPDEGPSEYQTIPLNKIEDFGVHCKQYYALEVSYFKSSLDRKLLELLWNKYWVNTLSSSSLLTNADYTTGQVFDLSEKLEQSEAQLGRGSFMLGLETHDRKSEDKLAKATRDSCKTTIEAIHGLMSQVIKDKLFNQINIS
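Material: human Csn5 produced in HEK293T cells; Input: enzyme 0.24 nM; Reagent: SCFSkp2-Nedd8OG substrate at 10 nM final; Dosing: 12.5 µM compound; Incubation: 90 min reaction at room temperature; Detection: fluorescence polarization of the substrate; Evaluation: % inhibition of substrate cleavage by Csn5; Control set: substrate-only high control, full reaction low control.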
NadD inh: NadD (S. aureus) enzyme inhibition. actives 0.78% (n = 360,000). purified NadD enzyme, colorimetric absorbance read-out. inhibition, % at 20 µM; in the data active means inhibition above about 26%; further: some compounds past the cut are filed as inactive
Rpn11 inh: inhibitors of human proteasome Rpn11; calls only at 20 µM; human 26S proteasome, Ub4-pepOG fluorescence polarization; 20S core pre-blocked with epoxomicin; actives 0.59% (n = 360,000);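 active means inhibition at 20 µM, scaled to each plate's controls, above about 33%, limit read from the data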
Target sequence (O00487 whole entry, looked up): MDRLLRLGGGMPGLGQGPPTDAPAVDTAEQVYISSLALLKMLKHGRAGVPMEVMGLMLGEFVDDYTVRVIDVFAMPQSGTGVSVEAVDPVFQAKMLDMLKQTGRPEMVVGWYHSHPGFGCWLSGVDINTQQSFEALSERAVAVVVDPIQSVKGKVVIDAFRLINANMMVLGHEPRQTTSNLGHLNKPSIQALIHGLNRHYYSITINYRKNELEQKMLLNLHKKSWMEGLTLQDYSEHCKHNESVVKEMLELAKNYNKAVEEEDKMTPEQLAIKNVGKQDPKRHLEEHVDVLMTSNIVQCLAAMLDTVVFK
MT1-MMP act inh: blocks activation of human MT1-MMP; P50281; HT1080 RFP-PRO-GFP cells, GFP/RFP ratio fluorescence, overnight; percent of plate control window, DMSO zero; GFP/RFP ratio change, % at 20 µM; actives 0.061% (n = 360,000); AID 651647;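 active means GFP/RFP ratio change of at least 30% with cell ATP level not reduced by more than half and red fluorescence within 50% of control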; further: strong numbers were not always called active
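system = RFP-PRO-GFP reporter HT1080 cells | dosing = 20 µM single dose, 1% DMSO | timing = overnight cell settling, then overnight compound exposure, 37 °C, 5% CO2 | read-out basis = GFP/RFP fluorescence ratio | controls = DMSO and RFP-L50D-GFP cell wells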
FAS-TE inh: inhibitors of human fatty acid synthase thioesterase domain. P49327. recombinant FAS-TE, OMFH fluorogenic substrate, fluorescence endpoint. inhibition, % at 15 µM. actives 0.67% (n = 360,000);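 active means compounds whose normalised, plate-corrected inhibition of enzyme fluorescence in the single-dose primary screen is 50% or more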;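 further: 0% = DMSO with enzyme and 100% = substrate without enzyme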
Rin1 Abl inh: human Rin1-Abl interaction inhibition; TR-FRET Rin1/Abl binding, biochemical; AID 588664; inhibition, % at 7.35 µM; actives 0.4% (n = 360,000); in the data active means inhibition above about 5%, passing the limit was not always enough
Numbers without * were called inactive; i = inactive; / = no result given; + = active, no number; & = joins results of further samples.

1) CCN(CC)C(=O)C1CCCN(Cc2nc(-c3cccs3)no2)C1 (stereo not drawn)
2) CS(C)(=O)=NS(=O)(=O)c1ccc(Cl)cc1
3) CS(=O)(=O)N(CC(=O)N1CCN(Cc2ccccc2)CC1)c1cccc([N+](=O)[O-])c1
4) CC(=O)COc1ccc2c(-c3ccccc3)cc(=O)oc2c1
5) COc1cc(C2C(C#N)=C(N)Oc3n[nH]c(-c4cccnc4)c32)ccc1OCC(N)=O (stereo not drawn)
6) COc1cc(Cl)ccc1OCc1cc(C(=O)NC(C)Cc2cnccn2)no1 (stereo not drawn)
7) CC(Nc1ccccc1)c1ccncc1 (stereo not drawn)
8) O=S(=O)(Nc1ncccn1)c1ccc(Nc2ncnc3ccccc23)cc1

Screen / compound no.,1,2,3,4,5,6,7,8
Neddyl block,i,i,i,i,i,i,i,i
SKN-1 inh,6,-21,-1,3,1,-7,3,2
MLLE-PAM2 inh,-4,-6,8,0,-3,5,6,-12
CSN deneddyl inh,-2,1,2,1,-3,-7,0,11
NadD inh,-4,5,0,-3,-5,-6,-2,-3
Rpn11 inh,i,i,i,i,i,i,i,i
MT1-MMP act inh,2,1,-2,2,-1,-2,1,7
FAS-TE inh,-5,-2,6,-3,-5,-4,-4,-6
Rin1 Abl inh,0,-3,2,-4,-1,3,0,1

Exported bar-delimited: entries from further up.
item | structure | Neddyl block | SKN-1 inh | MLLE-PAM2 inh | CSN deneddyl inh | NadD inh | Rpn11 inh | MT1-MMP act inh | FAS-TE inh | Rin1 Abl inh
4 | CC(=O)COc1ccc2c(-c3ccccc3)cc(=O)oc2c1 | i | 3 | 0 | 1 | -3 | i | 2 | -3 | -4
3 | CS(=O)(=O)N(CC(=O)N1CCN(Cc2ccccc2)CC1)c1cccc([N+](=O)[O-])c1 | i | -1 | 8 | 2 | 0 | i | -2 | 6 | 2

(more compounds)
9) Brc1ccccc1OCCCn1cnc2ccccc21
10) O=C(CCCOc1ccccc1)NNC(=O)c1ccncc1
11) CCn1nc(C(=O)NNS(=O)(=O)c2cc(/C=C/C(=O)O)cc(OC)c2OC)c2ccccc2c1=O
12) O=C1Nc2c(c(=O)[nH]c(=O)n2Cc2ccccc2)C1(NS(=O)(=O)c1ccccc1)C(F)(F)F (stereo not drawn)
13) O=P(c1ccc2c(c1)OCCO2)(N1CCOCC1)N1CCOCC1
14) COCCNC(=O)CSC1=N/C(=C/c2ccc(Cl)c(Cl)c2)C(=O)N1c1ccccc1F
15) O=C(Cc1cccc(NC(=O)C2CCN(C(=O)CCc3ccccc3)CC2)c1)Nc1cccc(C(=O)N2CCCC2)c1
16) N#Cc1ccc(NC2c3ccccc3CC2O)cc1 (stereo not drawn)

Screen / compound no.,9,10,11,12,13,14,15,16
Neddyl block,i,i,i,i,i,/,i,i
SKN-1 inh,-11,8,14,6,15,-2,17,13
MLLE-PAM2 inh,2,16,-46,-1,-14,24,-1,-7
CSN deneddyl inh,1,-4,5,-1,-2,-6,1,-1
NadD inh,0,-4,1,-7,4,-9,2,0
Rpn11 inh,i,i,i,i,i,i,i,i
MT1-MMP act inh,17,0,2,0,-2,-21,-2,2
FAS-TE inh,4,-6,-8,-4,0,10,-8,-5
Rin1 Abl inh,-5,0,1,6,-5,-2,2,0

17) Cc1ccccc1-n1c(O)cc(=O)[nH]c1=S
18) CC1=NOC(=O)/C1=C/c1ccc2c(c1)OCO2
19) Cn1nccc1C(=O)Nc1ccccc1C(=O)O
20) CC(=O)Nc1ccc2cc3ccc(NC(C)=O)cc3nc2c1
21) Clc1ccc(CNCC2CCCO2)cc1 (stereo not drawn)
22) CNc1ccccc1C(=O)OC
23) COc1ccc(Cl)cc1NC(=O)CN(C)C1CCCCC1
24) Cc1ccc(S(=O)(=O)CCC(=O)OCC(=O)N(Cc2ccccc2)C(C)C)cc1

Screen / compound no.,17,18,19,20,21,22,23,24
Neddyl block,i,i,i,i,i,i,i,i
SKN-1 inh,-2,6,7,-13,-5,16,21,-14
MLLE-PAM2 inh,19,33,4,113,-5,6,2,1
CSN deneddyl inh,4,0,-2,-8,2,-3,-2,3
NadD inh,2,21,2,0,-1,2,-3,-2
Rpn11 inh,i,i,i,i,i,i,i,i
MT1-MMP act inh,-6,0,3,-136,-3,-4,-2,-1
FAS-TE inh,-7,-2,-3,-13,-4,-5,24,-1
Rin1 Abl inh,1,4,-1,-3,0,3,2,0

5 entries already listed, arranged by the value under SKN-1 inh, ascending.
no. | structure | SKN-1 inh
24 | Cc1ccc(S(=O)(=O)CCC(=O)OCC(=O)N(Cc2ccccc2)C(C)C)cc1 | -14
20 | CC(=O)Nc1ccc2cc3ccc(NC(C)=O)cc3nc2c1 | -13
18 | CC1=NOC(=O)/C1=C/c1ccc2c(c1)OCO2 | 6
22 | CNc1ccccc1C(=O)OC | 16
23 | COc1ccc(Cl)cc1NC(=O)CN(C)C1CCCCC1 | 21

Next results
25) COc1cc(/C=C2\C(=O)N(CCC#N)N=C2C)ccc1OCC(=O)Nc1ccccc1
26) CCCSC1=C(C#N)C(c2ccccc2C)C(C(=O)OC)C(=O)N1 (stereo not drawn)
27) CN(C)c1ccc(/C=N/NC(=O)c2cc(=O)[nH]c3ccccc23)cc1
28) CCCCCn1c(=O)[nH]c2cc(C(=O)NCCc3ccc(OC)c(OC)c3)ccc2c1=O
29) NC(=O)CSc1nnnn1-c1ccc(OC(F)(F)F)cc1
30) C[C@]12CCC(=O)C=C1CC[C@@H]1[C@@H]2[C@@H](O)C[C@@]2(C)[C@H]1CC[C@]2(O)C(=O)COC(=O)CCC(=O)O
31) Cc1cccnc1CCNCc1c(C(=O)N2C[C@@H](C)O[C@@H](C)C2)nc2ccc(Cl)cn12
32) Cc1ccc(C(=O)N2CCC(n3nccc3NC(=O)Nc3cccc(F)c3)CC2)cn1

Screen / compound no.,25,26,27,28,29,30,31,32
Neddyl block,i,i,i,i,i,i,i,i
SKN-1 inh,-6,10,2,5,12,-9&-5,-17,7
MLLE-PAM2 inh,19,-30,1,0,-7,17&-5,12,0
CSN deneddyl inh,-5,4,3,3,2,-1&-5,-4,3
NadD inh,8,-2,-2,-6,-4,5&5,-4,-3
Rpn11 inh,i,i,i,i,i,i,i,i
MT1-MMP act inh,13,3,2,3,12,1&-2,-1,0
FAS-TE inh,-4,-5,-4,-19,1,-7&-3,-1,-2
Rin1 Abl inh,2,2,-7,0,-3,-1&-2,-2,0

33) COc1ccc(CNc2nc(NC(C)=O)nn2-c2ccccc2)cc1
34) CC(C)(C)[C@H]1COC(=O)[C@@H](Cc2ccc(F)cc2)CC/C=C/C[C@@H](CC(=O)N[C@H](CO)Cc2ccccc2)C(=O)N1
35) NC(=O)CC(NC(=O)Cc1cccc2ccccc12)c1ccc(NC2CCN(Cc3ccccc3)CC2)c([N+](=O)[O-])c1 (stereo not drawn)
36) CCOc1ccc(N(CC(=O)NCc2ccc(OC)cc2)S(=O)(=O)c2c(C)noc2C)cc1
37) CCc1ccccc1NS(=O)(=O)c1ccc2[nH]cc(C(=O)NC3CCCC3)c(=O)c2c1
38) Cc1sc2ncnc(SCc3ccco3)c2c1C
39) Cc1[nH]n(S(=O)(=O)c2ccccc2)c(=O)c1N=Nc1cccc(Cl)c1
40) COc1ccc(CNC(=O)CN(C(=O)c2csnn2)c2ccc(C(C)=O)cc2)cc1

Screen / compound no.,33,34,35,36,37,38,39,40
Neddyl block,i,i,i,i,i,i,i,i
SKN-1 inh,-1,14,13,-14,8,-4,-13,5
MLLE-PAM2 inh,15,8,-29,2,11,15,11,13
CSN deneddyl inh,0,-4,19,-2,-3,14,0,0
NadD inh,1,-12,4,0,8,8,-4,-1
Rpn11 inh,i,i,+,i,i,i,i,i
MT1-MMP act inh,-4,7,2,7,-7,0,5,0
FAS-TE inh,-2,-1,-9,-5,24,19,10,-6
Rin1 Abl inh,-1,0,-3,6,-1,0,-1,0

41) COc1cccc(N2CCN(C(=O)CN3C(=O)NC(C)(c4ccc5ccccc5c4)C3=O)CC2)c1 (stereo not drawn)
42) CC1(C)CCCN(C(=O)c2coc(=O)c(Br)c2)C1
43) CCN(CC)C(=O)CSc1nc2ccccc2c(=O)n1CCC(=O)N1CCN(c2ccccc2)CC1
44) COc1ccc(N2CCN(C(=O)COc3cccc4ccccc34)CC2)cc1
45) Cn1c(=O)c2c(nc(N/N=C/c3ccco3)n2C)n(C)c1=O
46) O=C(O)CC(C(=O)O)N1C(=O)/C(=C/C=C/c2ccco2)SC1=S (stereo not drawn)
47) O=C(NCc1ccc(F)cc1)C1CCN(S(=O)(=O)c2cccnc2)CC1
48) Cc1ccc(C)c(CN2C(=O)NC3(CCCCCC3)C2=O)c1

Screen / compound no.,41,42,43,44,45,46,47,48
Neddyl block,i,i,i,i,i,i,i,i
SKN-1 inh,18,5,-8,-34,7,10,16,-3
MLLE-PAM2 inh,-6,6,-6,-7,0,7,2,6
CSN deneddyl inh,4,48,1,0,-3,48*,4,-4
NadD inh,-4,2,-3,-3,-1,-2,0,-4
Rpn11 inh,i,/,i,i,i,+,i,i
MT1-MMP act inh,-13,-6,2,0,-1,2,-1,0
FAS-TE inh,4,-3,2,14,-2,-7,6,3
Rin1 Abl inh,3,2,-1,-1,-7,18*,0,-1

49) O=C(COC(=O)c1ccc(Br)o1)NCc1cccs1
50) CCOC(=O)CNC(=O)CSc1ccc2nnc(-c3ccc(F)cc3)n2n1
51) Cc1cc(C)c(C(=O)COC(=O)c2cc([N+](=O)[O-])ccc2NCCO)cc1C
52) CC[C@@H](C)C(N)c1cn([C@@H](CCC(=O)O)C(=O)N2CCNCC2)nn1 (stereo partly drawn)
53) Cc1[nH]c2ccccc2c1C(=O)CN1C(=O)NC(C)(c2ccc(Cl)cc2Cl)C1=O (stereo not drawn)
54) COc1ccc(Cc2c(-c3ccc(C)cc3)nc3ccc(Cl)cn23)c(C)c1

Screen / compound no.,49,50,51,52,53,54
Neddyl block,i,/,i,i,i,i
SKN-1 inh,-17,0,-2,-3,15,10
MLLE-PAM2 inh,-3,16,-9,5,-5,-15
CSN deneddyl inh,1,-5,-1,1,6,9
NadD inh,3,-5,-11,-1,2,2
Rpn11 inh,i,i,i,i,i,+
MT1-MMP act inh,-1,3,2,-1,-5,-6
FAS-TE inh,-8,1,52*,-11,27,11
Rin1 Abl inh,-2,-2,-1,0,3,1
